Screening data deposited in PubChem by National Center for Advancing Translational Sciences (NCATS).
Rab9 promoter act: qHTS Assay for Rab9 Promoter Activators; Huh7 Rab9 promoter-luciferase reporter, luminescence, 24 h; Potency, µM (top dose mostly 9.22 µM), without a hit: at the highest dose activation, negative = inhibition, most hits filed as activators; 320,000 tested, 2.8% active; also: % of control where 0% means no effect; nearly all actives have a fitted effect of over 60% in size
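Promoter activation is measured as luciferase luminescence in Huh7 cells stably transfected with a Rab9 promoter–luciferase construct, following 24 h compound exposure at 37 °C and 10 min reagent incubation at ambient temperature.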
BRCA1 expr act: qHTS Assay to Identify Small Molecule Activators of BRCA1 Expression. Potency, µM (titrated, usually from 46.1 µM), for inactives: top-dose activation, most hits filed as activators. 380,000 tested, 1.1% active. MCF7-BRCA1-FFLuc reporter, luminescence, 48 h; response scale: scaled: vehicle 0%, 10 µM genistein 100%; also: nearly all actives have a fitted effect of over 80% in size; some results filed as inactive show a strong effect at the top dose
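Cells: MCF7-BRCA1-FFLuc, 2000/well. Exposure: 48 h, 37 °C, 5% CO2. Read: luminescence, 15 min post-substrate. Controls: genistein 10 microM (maximal activation), DMSO (neutral).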
VP16 counter: VP16 counterscreen qHTS for inhibitors of ROR gamma transcriptional activity; Drosophila S2 Gal4-VP16 UAS-luciferase, luminescence, 20 h; Potency, µM (highest dose often 53.6 µM), inactives show top-dose activity, negative = inhibition, most hits filed as inhibitors; 310,000 tested, 3.5% active; AID 2546, 2010;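 also: Gal4-VP16 expression switched on by copper sulfate through the metallothionein promoter; % is scaled to controls: 0 for no effect and ±100 for the full control effect; nearly all actives have a fitted effect of over 50% in size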
FLuc counter: qHTS profiling assay for firefly luciferase inhibitor/activator using purifed enzyme and Km concentrations of substrates (counterscreen for miR-21 project); purified FLuc, Km substrates, luminescence inhibition; Luciferin 4-monooxygenase (Photinus pyralis), P08659; AID 588342, 2011; 360,000 tested, 6.9% active; Potency, µM (series often up to 57.5 µM), without a hit: at the highest dose activity change, negative = inhibition, usual class: inhibitors;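 also: plate controls were vehicle for no effect and reference inhibitor for full effect; nearly all actives have a fitted effect of over 55% in size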
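Purified P. pyralis luciferase, 10 nM final, with Km-level 10 uM D-luciferin and 10 uM ATP in 50 mM Tris acetate pH 7.5, 10 mM Mg acetate, 0.01% Tween-20, 0.05% BSA; 6-point qHTS titration about 60 µM downward; luminescence read.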
MBNL1 CUG block: qHTS Assay for Inhibitors of MBNL1-poly(CUG) RNA binding | TR-FRET MBNL1-His/biotin-(CUG)12 binding, 665/545 ratio | Potency, µM (doses to about 57.5 µM), for the others: top-dose activity change, negative = inhibition, most hits filed as inhibitors | 280,000 tested, 0.036% active | Muscleblind-like protein 1 (Homo sapiens), Q9NR56; active = well fitted inhibition curve with a large enough effect in the signal ratio, with a control signal flat, not every such curve was filed as active; inconclusive = small, poorly fitted or top-dose-only effect, or effect the other way, or a change in a side signal; inactive = no such curve, though single readings can be large or run the other way; the % refers to the signal ratio; also: % is scaled to controls: 0 for no effect and ±100 for the full control effect
Target sequence (Q9NR56 whole entry, looked up): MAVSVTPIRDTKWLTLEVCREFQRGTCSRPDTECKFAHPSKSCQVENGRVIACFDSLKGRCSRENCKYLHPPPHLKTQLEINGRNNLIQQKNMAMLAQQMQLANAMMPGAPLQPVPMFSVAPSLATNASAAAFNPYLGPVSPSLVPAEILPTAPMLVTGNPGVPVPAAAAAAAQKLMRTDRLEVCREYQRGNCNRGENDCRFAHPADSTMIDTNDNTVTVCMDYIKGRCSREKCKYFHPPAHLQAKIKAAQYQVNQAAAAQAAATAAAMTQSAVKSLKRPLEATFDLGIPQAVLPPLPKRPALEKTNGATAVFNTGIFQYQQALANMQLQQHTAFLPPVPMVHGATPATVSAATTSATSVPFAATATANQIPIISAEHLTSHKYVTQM
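Compounds (final 92 nM to 58 uM) are added to His-tagged MBNL1 and biotin-(CUG)12, then terbium anti-His antibody and streptavidin-XL665 (5 nM final). After 60 min at room temperature, the 665/545 nm ratio is read.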
p53 reactivator: qHTS assay for re-activators of p53 using a Luc reporter | AID 504706, 2011 | Potency, µM (doses to about 92.2 µM), for inactives: at the highest dose activity change, positive = activation, actives largely listed as activators | 320,000 tested, 0.063% active | H1299 p53-A138V BP100-luciferase reporter, luminescence, 24 h; also: % of control where 0% means no effect; nearly all actives have a fitted effect of over 45% in size
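H1299 (p53-null), stable ts p53-A138V + BP100-Luc; 1000 cells/well, Opti-MEM/10% FBS; cpd 4 pt, 1:5; 24 h, 37 deg C, 5% CO2; detection reagent 10 min RT; luminescence.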
NPC1 promoter act: qHTS Assay for NPC1 Promoter Activators; Huh7 NPC1 promoter luciferase reporter, 24 h; Potency, µM (series often up to 9.22 µM), without a hit: at the highest dose activation, most hits filed as activators; 320,000 tested, 2.4% active; AID 485313, 2010;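 also: % of control where 0% means no effect; nearly all actives have a fitted effect of over 60% in size; reporter is driven by a mutant NPC1 promoter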
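Cells: Huh7 expressing luciferase under the NPC1 promoter, 1500/well. Seeded 2 h, compound added, incubated 24 h at 37 °C. Luciferase reagent, 10 min ambient, then luminescence.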
uPA surface inh: qHTS for Inhibitors of Cell Surface uPA Generation; AID 540303, 2011; cell surface uPA generation assay, qHTS; 330,000 tested, 0.31% active; Potency, µM (top dose mostly 38.3 µM), for the others: at the highest dose activity change, negative = inhibition, hits mostly inhibitors; active = well fitted inhibition curve with a large enough effect; inconclusive = small, poorly fitted or top-dose-only effect; inactive = no such curve, though single readings can be large or run the other way; tested in mouse RAW 264.7 cells; also: % is scaled to controls: 0 for no effect and ±100 for the full control effect; nearly all actives have a fitted effect of over 55% in size
ELG1 genotox: qHTS screen for small molecules that induce genotoxicity in human embryonic kidney (HEK293T) cells expressing luciferase-tagged ELG1 | Potency, µM (top dose mostly 46 µM), for inactives: at the highest dose activity change, positive = activation, hits mostly activators | 330,000 tested, 1.3% active | HEK293T ELG1-luciferase reporter, luminescence, 16 h; also: % of control where 0% means no effect; nearly all actives have a fitted effect of over 60% in size
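Screening used a luciferase reporter fused to human ELG1 in HEK293T cells. Luminescence was read on a CCD plate imager after 16 hr exposure and 30 min ONE-Glo incubation.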
RORg inh: qHTS for inhibitors of ROR gamma transcriptional activity; Nuclear receptor ROR-gamma (Mus musculus), P51450; Drosophila S2 Gal4-RORgamma UAS-luciferase reporter, 20 h; Potency, µM (top dose mostly 53.6 µM), for inactives: at the highest dose activity change, negative = inhibition, hits mostly inhibitors; 310,000 tested, 5.4% active; AID 2551, 2010; also: % is scaled to controls: 0 for no effect and ±100 for the full control effect; nearly all actives have a fitted effect of over 60% in size
Target sequence (P51450 whole entry, looked up, the tested form may be a part): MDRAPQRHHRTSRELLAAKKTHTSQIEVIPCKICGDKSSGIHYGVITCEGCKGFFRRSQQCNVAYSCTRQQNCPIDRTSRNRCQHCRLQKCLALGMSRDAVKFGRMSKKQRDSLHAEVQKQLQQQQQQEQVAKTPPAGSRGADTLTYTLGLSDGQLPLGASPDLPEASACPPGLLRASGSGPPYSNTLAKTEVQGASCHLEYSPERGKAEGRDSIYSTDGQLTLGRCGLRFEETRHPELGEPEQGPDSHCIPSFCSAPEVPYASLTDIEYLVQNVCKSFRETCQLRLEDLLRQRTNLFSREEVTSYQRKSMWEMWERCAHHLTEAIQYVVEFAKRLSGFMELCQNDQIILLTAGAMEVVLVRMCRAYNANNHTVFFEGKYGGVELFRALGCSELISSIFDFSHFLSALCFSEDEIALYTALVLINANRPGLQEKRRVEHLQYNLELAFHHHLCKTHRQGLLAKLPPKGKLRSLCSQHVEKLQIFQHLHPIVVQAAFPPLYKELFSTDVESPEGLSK
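A Gal4/UAS one-hybrid system in insect cells: metallothionein-promoter Gal4–ROR gamma fusion plus Photinus luciferase reporter. Copper sulfate 700 uM final, 20 hr ambient incubation, luminescent detection after 10 min with reagent.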
Active calls of the source: *; [ ] = remark or other dose. Unless noted, calls follow the shape of the dose curve; as a rule, active = well fitted curve in the direction sought with a large enough effect; inconclusive = small, poorly fitted or top-dose-only effect, or another doubt; inactive = no such curve, though single readings can be large; an effect the other way counts as inactive or inconclusive. Potency is read from the fitted curve at half-maximal effect.

Screening Cc1ccccc1OCC(=O)N/N=C/c1ccc(Sc2nc3ccccc3s2)o1 returned Rab9 promoter act -3%, BRCA1 expr act 1%, VP16 counter -5%, FLuc counter 1%, MBNL1 CUG block 6%, p53 reactivator -2%, NPC1 promoter act 1%, uPA surface inh 3%, ELG1 genotox -12% and RORg inh -6%.
Cc1ccc(NC(=S)N2CCN(c3ncccn3)CC2)cc1C was read as Rab9 promoter act 20%, BRCA1 expr act 7%, VP16 counter inconclusive, FLuc counter 0%, MBNL1 CUG block inconclusive, p53 reactivator inconclusive, NPC1 promoter act 11%, uPA surface inh 3%, ELG1 genotox 0% and RORg inh 13µM*.
`COc1ccc(NC(=O)CN(C)S(=O)(=O)c2ccc(Br)s2)cc1OC` gave Rab9 promoter act 1%, BRCA1 expr act -9%, VP16 counter -6%, FLuc counter -1%, MBNL1 CUG block -1%, p53 reactivator -1%, NPC1 promoter act 2%, uPA surface inh 0%, ELG1 genotox -1% and RORg inh 23%.
Screening COC(=O)c1cc(OCC(=O)NC2CCCc3ccccc32)cc(C(=O)OC)c1 (stereo not given) returned Rab9 promoter act 6%, BRCA1 expr act -11%, VP16 counter -3%, FLuc counter 0%, MBNL1 CUG block 4%, p53 reactivator 2%, NPC1 promoter act -3%, uPA surface inh 2%, ELG1 genotox -29% and RORg inh -9%.
For CC1CCC(NC(=O)C(NS(=O)(=O)c2cccc3nsnc23)C(C)C)CC1 (stereo not given) the results were Rab9 promoter act -4%, BRCA1 expr act 9%, VP16 counter -1%, FLuc counter 1%, MBNL1 CUG block inconclusive, p53 reactivator 7%, NPC1 promoter act 0%, uPA surface inh -12%, ELG1 genotox -4% and RORg inh -14%.
For CCC(CC)C(=O)c1c[nH]c(C(=O)NCc2ccccc2)c1 the results were Rab9 promoter act -2%, BRCA1 expr act -24%, VP16 counter 1%, FLuc counter -1%, MBNL1 CUG block -2%, p53 reactivator -1%, NPC1 promoter act 1%, uPA surface inh -3%, ELG1 genotox -8% and RORg inh 8%.
Cc1cc(=O)n2[nH]c(-c3ccsc3-n3c(C)ccc3C)cc2n1 was read as Rab9 promoter act 0%, BRCA1 expr act 0%, VP16 counter 5%, FLuc counter -7%, MBNL1 CUG block 2%, p53 reactivator 5%, NPC1 promoter act -3%, uPA surface inh -7%, ELG1 genotox -6% and RORg inh 28%.
Screening COc1ccccc1NC(=O)CCN1CCCCCC1 returned Rab9 promoter act 4%, BRCA1 expr act 3%, VP16 counter 2%, FLuc counter 1%, MBNL1 CUG block -8%, p53 reactivator 3%, NPC1 promoter act -5%, uPA surface inh -2%, ELG1 genotox 0% and RORg inh -7%.
`COC(=O)c1ccc(C2C(C(=O)OCC(C)C)=C(C)N=C3SCCC(=O)N32)cc1` (stereo not given) gave Rab9 promoter act 5%, BRCA1 expr act -31%, VP16 counter -5%, FLuc counter 10%, MBNL1 CUG block 10%, p53 reactivator -6%, NPC1 promoter act -4%, uPA surface inh 1%, ELG1 genotox -1% and RORg inh 6%.
Screening Cc1sc2nc(C3CC3)nc(SCC(=O)N3CCc4ccccc4C3)c2c1C returned Rab9 promoter act 1%, BRCA1 expr act -21%, VP16 counter 5%, FLuc counter -28%, MBNL1 CUG block -6%, p53 reactivator -7%, NPC1 promoter act 7%, uPA surface inh -10%, ELG1 genotox -13% and RORg inh -2%.
`Cc1nnc2c(NCCc3ccccc3)nc3ccccc3n12` gave Rab9 promoter act -4%[1.84 µM], BRCA1 expr act -31%, VP16 counter -5%, FLuc counter -1%, MBNL1 CUG block 5%, p53 reactivator 1%, NPC1 promoter act 1%, uPA surface inh -2%, ELG1 genotox 12% and RORg inh 1%.
For Cc1[nH]c(=O)nc(SCc2ccc(Cl)c(Cl)c2)c1C#N the results were Rab9 promoter act 4%, BRCA1 expr act -23%, VP16 counter -16%, FLuc counter 1%, MBNL1 CUG block -1%, p53 reactivator 0%, NPC1 promoter act -3%, uPA surface inh 0%, ELG1 genotox 7% and RORg inh 11%.
Screening CCOC(=O)CNC(=O)c1c(C)nn(C)c1Cl returned Rab9 promoter act 4%, BRCA1 expr act 0%, VP16 counter 4%, FLuc counter -1%, MBNL1 CUG block -2%, p53 reactivator -1%, NPC1 promoter act -2%, uPA surface inh -4%, ELG1 genotox -10% and RORg inh -2%.
`O=C(CN1C(=O)c2ccccc2S1(=O)=O)c1ccc(OC(F)F)cc1` gave Rab9 promoter act -21%, BRCA1 expr act -67%, VP16 counter 10µM*, FLuc counter 12µM*, MBNL1 CUG block -2%, p53 reactivator -26%, NPC1 promoter act -18%, uPA surface inh -6%, ELG1 genotox -12% and RORg inh 13µM*.
For COc1ccc(C2=CC(=O)C[C@H](c3ccc(OC)cc3)C2)cc1 the results were Rab9 promoter act 26%, BRCA1 expr act 62%, FLuc counter -16%, p53 reactivator 17%, NPC1 promoter act 1%, uPA surface inh 4% and ELG1 genotox 7%.
For CCC(C)c1ccccc1NC(=O)c1cccnc1 (stereo not given) the results were Rab9 promoter act -3%, BRCA1 expr act -16%, VP16 counter 11%, FLuc counter 3%, MBNL1 CUG block 2%, p53 reactivator 1%, NPC1 promoter act 0%, ELG1 genotox 0% and RORg inh 11µM*.
CCC(C)(C)NC(=O)CCCSc1nc2ccccc2s1 was read as Rab9 promoter act inconclusive, BRCA1 expr act 3.5µM*, VP16 counter -51%, FLuc counter 24µM*, MBNL1 CUG block -12%, p53 reactivator 3%, NPC1 promoter act inconclusive, uPA surface inh -3%, ELG1 genotox 12% and RORg inh -40%.
Screening O=C(CN1CCOCC1)Nc1ccc(Cl)cc1 returned Rab9 promoter act 0%, BRCA1 expr act 24%, VP16 counter 1%, FLuc counter 0%, MBNL1 CUG block -6%, p53 reactivator 8%, NPC1 promoter act -1%, uPA surface inh 10%, ELG1 genotox 4% and RORg inh -5%.
Cc1cc(C)cc(NC(=O)C2CCCC2)c1 was read as Rab9 promoter act 0%, BRCA1 expr act 2%, VP16 counter 1%, FLuc counter 3%, MBNL1 CUG block -3%, p53 reactivator 1%, NPC1 promoter act -1%, ELG1 genotox 0% and RORg inh 2%.
`COc1ccc(C(Nc2ccccn2)c2oc(CO)cc(=O)c2O)cc1` (stereo not given) gave Rab9 promoter act -3%, BRCA1 expr act 12%, VP16 counter -3%, FLuc counter inconclusive, MBNL1 CUG block -5%, p53 reactivator 16%, NPC1 promoter act 0%, uPA surface inh 4%, ELG1 genotox 6% and RORg inh -1%.
For CC1CN(C(=S)NC(=O)c2cccc([N+](=O)[O-])c2)CC(C)O1 (stereo not given) the results were Rab9 promoter act 1%, BRCA1 expr act -1%, VP16 counter 1.3µM*, FLuc counter 11%, MBNL1 CUG block inconclusive, p53 reactivator 1%, NPC1 promoter act 1%, uPA surface inh 6%, ELG1 genotox 0% and RORg inh 0.5µM*.
`COc1ccc(N(C2=NCCCS2)S(=O)(=O)c2ccc(C(C)(C)C)cc2)cc1` gave Rab9 promoter act -13%, BRCA1 expr act 4%, VP16 counter -16%, FLuc counter -2%, MBNL1 CUG block 9%, p53 reactivator 2%, NPC1 promoter act -1%, uPA surface inh 0%, ELG1 genotox 0% and RORg inh 3%.
Screening Nc1ccc(S(=O)(=O)NCC(=O)OC2CCOC2=O)cc1[N+](=O)[O-] (stereo not given) returned Rab9 promoter act -2%, BRCA1 expr act -6%, FLuc counter 3%, p53 reactivator -2%, NPC1 promoter act -6%, uPA surface inh 2% and ELG1 genotox 3%.

Three structures from above, sorted by count of non-hydrogen atoms, falling.
Screening Nc1ccc(S(=O)(=O)NCC(=O)OC2CCOC2=O)cc1[N+](=O)[O-] (stereo not given) returned Rab9 promoter act -2%, BRCA1 expr act -6%, FLuc counter 3%, p53 reactivator -2%, NPC1 promoter act -6%, uPA surface inh 2% and ELG1 genotox 3%.
`Cc1nnc2c(NCCc3ccccc3)nc3ccccc3n12` gave Rab9 promoter act -4%[1.84 µM], BRCA1 expr act -31%, VP16 counter -5%, FLuc counter -1%, MBNL1 CUG block 5%, p53 reactivator 1%, NPC1 promoter act 1%, uPA surface inh -2%, ELG1 genotox 12% and RORg inh 1%.
Screening CCOC(=O)CNC(=O)c1c(C)nn(C)c1Cl returned Rab9 promoter act 4%, BRCA1 expr act 0%, VP16 counter 4%, FLuc counter -1%, MBNL1 CUG block -2%, p53 reactivator -1%, NPC1 promoter act -2%, uPA surface inh -4%, ELG1 genotox -10% and RORg inh -2%.

Compounds as they come (roughly 13% active in at least one column).
